Screening results from PubChem.
FXIIa inh: blocks human coagulation factor XIIa protease activity; purified FXIIa, Boc-QGR-AMC fluorogenic substrate, 2 h; actives 0.3% (n = 220,000); inhibition, % at 5 µM; in the data active = inhibition above about 40%;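 note: 0% = enzyme with no compound and 100% = blank without enzyme; many of its hits are not listed in these tables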
p97 ATPase inh: inhibitors of human p97 ATPase; recombinant p97 ATPase, Kinase-Glo ATP luminescence, 3 h; actives 0.42% (n = 220,000); inhibition, % at 8 µM; P55072; in the data active = inhibition above about 15%;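 note: 0% = DMSO vehicle and 100% = wells lacking enzyme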
Rad51 HR inh: blocks human Rad51 in homologous recombination | Q06609 | hRad51 DNA strand exchange, fluorescence dequenching | inhibition, % at 10 µM | actives 0.085% (n = 200,000) | AID 1385;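 active = inhibition above 40% at the single screening dose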;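 note: 0% = DMSO control wells and 100% = blanks with heterologous ssDNA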
Target sequence (Q06609 whole entry, looked up): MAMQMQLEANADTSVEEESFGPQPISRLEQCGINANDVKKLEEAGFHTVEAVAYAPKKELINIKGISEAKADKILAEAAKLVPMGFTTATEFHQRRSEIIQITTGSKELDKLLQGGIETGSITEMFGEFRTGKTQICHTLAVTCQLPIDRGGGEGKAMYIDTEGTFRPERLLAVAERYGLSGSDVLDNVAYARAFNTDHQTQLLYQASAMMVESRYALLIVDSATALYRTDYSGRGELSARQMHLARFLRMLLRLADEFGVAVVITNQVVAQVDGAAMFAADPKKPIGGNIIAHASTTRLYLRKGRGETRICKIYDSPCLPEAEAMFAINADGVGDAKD
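Read-out basis: percent inhibition relative to plate controls and blanks / Assay system: human Rad51 nucleoprotein filaments preassembled on unlabelled ssDNA / Timing: filaments 15 min 37 °C, then compound 30 min / Control set: per-plate controls and blanks / Technique: fluorescence dequenching at 485/520 nm / Compound: 10 µM final, single point / Also added: Fluorescein- and BHQ1-tagged 47-mer duplex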
14-3-3 Bad inh: disrupts binding of bovine 14-3-3 zeta to phospho-Bad peptide; TR-FRET 14-3-3zeta/Dy647-pBad peptide displacement, 1 h; inhibition, % at 21.7 µM; actives 0.71% (n = 220,000);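 active = inhibition above about 70%, limit read from the data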;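 note: 0% = full 14-3-3 plus peptide FRET controls and 100% = background without 14-3-3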
Wee1 stabilizer: inhibitors of human Wee1 degradation; HeLa Luc-Wee1K328M stability, luciferase luminescence; 100% = proteasome inhibitor MG132 effect; reporter increase, % at 5 µM; actives 1.2% (n = 220,000);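 active = activation above the mean of all tested compounds plus 3 SD, set per screening run, cut at about 8.8% in these data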;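 note: cells exposed to compound for 20 h before luminescence read; 0% = DMSO alone and 100% = MG132 at 30 µM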
eIF4E-4G inh: inhibitors of eIF4E and eIF4G interaction in translation initiation; P63073+Q04637; TR-FRET eIF4E-eIF4GI(517-606) binding, 2 h; inhibition, % at 21.7 µM; actives 0.37% (n = 220,000); AID 782;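 active = inhibition above about 30%, limit read from the data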;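 note: 0% = full FRET control wells and 100% = background wells lacking eIF4GI fragment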
hK5 inh: blocks human kallikrein 5 protease activity; Q9Y337; recombinant hK5, fluorogenic AMC substrate cleavage; inhibition, % at 5 µM; actives 0.59% (n = 210,000); AID 873;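 active = inhibition of 40% or more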;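 note: 0% = enzyme controls without compound and 100% = no-enzyme blanks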
Mdm2 ligase inh: inhibitors of human Mdm2 E3 ubiquitin ligase; Q00987; cell-based MDM2 ubiquitination luciferase reporter, 2 h; 0 = plate control, 100 = twice control, blank-subtracted; signal enhancement, % at 5 µM; actives 0.11% (n = 210,000);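 active = signal enhancement of 30% or more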;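 note: luminescence tracks abundance of the self-degrading MDM2-luciferase fusion protein; higher signal means inhibition of MDM2 E3 ligase activity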
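Test system: mammalian cells stably expressing self-ubiquitinating, self-degrading MDM2 E3–luciferase fusion; Amount: 2000 cells in each well; Medium: DMEM; Schedule: 4 h settle plus 2 h compound, 37 °C; Technique: SteadyLite luciferase luminescence after 15 min room-temperature reagent incubation; Benchmarks: plate control and blank wells.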
FXIa inh: blocks human coagulation factor XIa protease activity. P03951. purified FXIa, Boc-Glu-Ala-Arg-AMC fluorogenic substrate. inhibition, % at 5 µM. actives 0.14% (n = 220,000). AID 798;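 active = inhibition of at least 40%; inactive = inhibition below 40%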;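 note: fluorescence of freed AMC excited at 355 nm; 0% = enzyme without compound and 100% = no enzyme blank; many of its hits are not listed in these tables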
Target sequence (P03951 19-387 limits assumed): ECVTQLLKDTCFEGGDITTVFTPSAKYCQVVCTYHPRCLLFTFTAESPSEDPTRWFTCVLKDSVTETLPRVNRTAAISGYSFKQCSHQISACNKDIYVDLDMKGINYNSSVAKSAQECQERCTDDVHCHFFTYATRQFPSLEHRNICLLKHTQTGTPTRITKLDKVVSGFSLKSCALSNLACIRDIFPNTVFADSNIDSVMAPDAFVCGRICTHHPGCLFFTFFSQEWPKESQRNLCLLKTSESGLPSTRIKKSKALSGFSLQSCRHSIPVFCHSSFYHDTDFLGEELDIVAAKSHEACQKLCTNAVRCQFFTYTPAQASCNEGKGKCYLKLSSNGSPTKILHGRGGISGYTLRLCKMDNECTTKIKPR
Target sequence (P03951 388-625 limits assumed): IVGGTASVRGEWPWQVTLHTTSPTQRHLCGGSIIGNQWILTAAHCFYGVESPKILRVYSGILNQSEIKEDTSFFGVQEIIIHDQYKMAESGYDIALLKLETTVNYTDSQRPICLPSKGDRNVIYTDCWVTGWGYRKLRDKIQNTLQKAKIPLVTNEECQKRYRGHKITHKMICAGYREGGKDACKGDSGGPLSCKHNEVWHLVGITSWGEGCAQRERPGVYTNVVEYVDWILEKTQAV
Active calls of the source: *; nt = no result given; [ ] = another dose, or the depositor's remark.

nr	Structure	FXIa inh	p97 ATPase inh	Wee1 stabilizer	eIF4E-4G inh	Mdm2 ligase inh	hK5 inh	14-3-3 Bad inh	Rad51 HR inh	FXIIa inh
1	O=C(CN1C2=NCCCN2c2ccccc21)c1cccs1	7	-3	1	-2	-18	7	-6	12	18
2	COc1ccc(-c2nc3c4ccccc4ccn3c2CN2CCCCC2)cc1OC	1	-5	1	4	-12	0	5	-5	8
3	COc1cccc2cc(C(=O)N3CCN(C(=O)c4ccccc4)CC3)c(=O)oc12	7	-5	3	1	2	-8	-9[fluorescence artefact?]	-5	16
4	Nc1ccc(-c2ccc(N)cc2C(F)(F)F)c(C(F)(F)F)c1	0	-4	1	3	19	2	-21	-3	1
5	CC(C)OC(=O)c1nnn(-c2nonc2N)c1CN1CCCCCC1	-1	-3	-3	-2	-10	-22	12	-4	19
6	NCCCC[C@H]1CNC(=S)N1CC1(c2ccccc2)CC1	-1	nt	nt	-8	16	-2	-2	-3	6
7	Cc1cc(C(=O)NC2CCCc3ccccc32)no1 (configuration not stated)	-9	2	-2	-2	-10	-7	-9	nt	0
8	COc1ccc(NC(=O)C2(c3ccccc3)CCCC2)cc1	-2	0	-2	1	0	1	-9	-9	5
9	CO/N=C/c1ccc(N2CCN(C(=O)c3cccc(Cl)c3)CC2)c([N+](=O)[O-])c1	-7	2	-1	-1[fluorescence artefact?]	-3	1	10	-1	-2
10	COc1ccccc1N(C(=O)Cn1nnc2ccccc21)C(C(=O)NCc1ccco1)c1ccc(C)o1 (configuration not stated)	0	-3	-2	3	0	-8	-9	-1	16
11	CN(C)N1C(N)=C(C#N)C(c2cccc3ccccc23)C2=C1CC(c1ccccc1)CC2=O (configuration not stated)	7	8	-2	-1	-7	-16	-18	7	14
12	O=C(ON=C1CCN(c2ccc([N+](=O)[O-])cc2)CC1)c1ccccc1	-3	2	-2	5	0	2	-8	nt	-8
13	OCC[C@H]1C[C@@H](O)[C@H](O)[C@]2(CCCCO2)O1	2	nt	nt	-5	14	3	-1	5	6
14	CCOC(=O)c1cc(C(=O)n2cc(Cl)cn2)nn1C	4	5	1	0	13	-11	-4	-2	9
15	COc1cccc(OCCOc2cccc(/C=N/n3cnnc3)c2)c1	17	-5	11*	-3	-21	5	6	-37	11
16	CCOC(=O)C1CCN(C(=O)Cc2ccccc2OC)CC1	-5	4	1	4	12	-3	-9	13	2
17	O=C(NN=C(Cc1ccccc1)Cc1ccccc1)c1ccccc1F	-3	5	0	3	-4	-2	0	0	3
18	Cc1oc(/C=N/NC(=O)CN(c2ccccc2Cl)S(C)(=O)=O)cc1Br	8	3	0	-4	-5	-21	-13[fluorescence artefact?]	9	14
19	Cc1cc(CSc2ccccc2)ccc1NC(=O)c1ccc(Br)cc1	7	4	-1	4	6	-17	-7[fluorescence artefact?]	5	6
20	O=C(COc1ccc2ccccc2c1)Nc1nc2ccccc2[nH]1	4	1	-2	-3	-26	-3	-12[fluorescence artefact?]	4	13
21	CCC(C)N(C(=O)c1csnn1)C(C(=O)NC(C)(C)C)c1ccccc1 (configuration not stated)	-16	2	-2	4[fluorescence artefact?]	-12	4	12[fluorescence artefact?]	7	13
22	COC(=O)c1ccccc1NC(=O)c1cc2ncc(Br)cn2n1	-8	5	1	-5	-8	4	61	7	-10
23	COC(=O)c1cc(Br)c(=O)n(CCc2ccccc2)c1	-3	3	-1	5	-10	-2	2	-1	1
24	CCn1c(CNC(=O)c2cccc(C)c2)nnc1SCC(=O)NC1CCCCC1C (configuration not stated)	0	-1	-3	-13	6	-1	1	4	8
25	Cc1nc2ccccc2nc1N1CCCCC1	4	-5	3	2	-4	11	5	-4	9

Only Rad51 HR inh and hK5 inh (three entries from above):
#	Structure	Rad51 HR inh	hK5 inh
7	Cc1cc(C(=O)NC2CCCc3ccccc32)no1 (configuration not stated)	nt	-7
11	CN(C)N1C(N)=C(C#N)C(c2cccc3ccccc23)C2=C1CC(c1ccccc1)CC2=O (configuration not stated)	7	-16
3	COc1cccc2cc(C(=O)N3CCN(C(=O)c4ccccc4)CC3)c(=O)oc12	-5	-8

Carrying on.
nr	Structure	FXIa inh	p97 ATPase inh	Wee1 stabilizer	eIF4E-4G inh	Mdm2 ligase inh	hK5 inh	14-3-3 Bad inh	Rad51 HR inh	FXIIa inh
26	COc1cccc(/C=N/NC(=O)C(=O)NCc2cccnc2)c1	19	-3	0	-3	-19	-13	10	5	38
27	Cc1cccc(C(=O)N2CCCCCC2)c1	0	1	-1	1	-11	-4	10	0	13
28	COc1ccc(C/C(C)=N/NC(=S)Nc2ccccc2)cc1	-4	2	7	-7	14	-18	-5	-2	-7
29	CC[n+]1oc(-c2ccccc2)cc1C	2	-4	0	-1	-6	5	1	-8	8
30	CCOC(=O)C(C)c1nc2ccccc2[nH]c1=O (configuration not stated)	-3	-6	5	2	-9	-12	-9	-3	8
31	COC(=O)c1cc(=O)n(CCc2ccccc2)c(=Nc2ccc(F)cc2)s1	3	-6	-3	-4	-1	-22	6	-1	11
32	c1ccn2cc(-c3ccc4c(c3)OCCO4)nc2c1	-5	-35	3	7	-70	-2	16	0	6
33	COc1ccccc1-c1nnc(NC(=O)c2ccccc2F)o1	-6	-8	1	-1	-7	-10	8	6	-1
34	CCCCN1C(=O)C2ON(c3ccccc3C)C(c3ccco3)C2C1=O (configuration not stated)	-7	-12	-4	5	-6	-17	5	-14	1
35	CC(C)Cn1c(=S)[nH]c2cc(Cl)ccc21	-1	-2	-3	-1	0	0	-4	2	6
36	O/N=C(/CCc1ccccc1)C1(O)CCCCC1	8	-7	0	7	-3	-3	0	-1	20
37	Cc1cccn2c(=O)c3cc(C(=O)NC(C)c4ccccc4)c(=N)n(CCCn4ccnc4)c3nc12 (configuration not stated)	-24	5	-2	-4	-15	17	-10	-5	-9
38	CCNC(=O)CN(c1ccccc1)S(=O)(=O)c1ccc(Cl)cc1	-3	1	1	8	nt	-9	-6	-7	1
39	Cc1ccsc1-c1ccnc(-n2cccc2)n1	-2	2	0	0	-32	4	-20[fluorescence artefact?]	nt	-12
40	N/C(=N\OC(=O)c1cccc2ccccc12)c1ccc(Br)cc1	-3	5	-2	9	-14	0	-2	10	5
41	O=C(Nc1ccc(S(=O)(=O)N2CCCc3ccccc32)cc1)C1CCCO1 (configuration not stated)	1	0	0	7	-5	-6	-3	-4	16
42	O=C(NNc1ccc(F)cc1F)c1c(F)cccc1Cl	-1	4	1	2	-10	-3	5	9	9
43	CN(C(=O)c1cccnc1)c1nnc(-c2cnccn2)s1	-2	0	-1	1	8	-12	6	5	4
44	CSCc1cc(N(C)C)nc(SCc2ccc(Cl)cc2Cl)n1	-6	-1	0	-4	-6	-17	11	10	7
45	O=C1c2cccc3cccc(c23)C(=O)N1CCCSc1ncn[nH]1	-3	7	-1	-2	4	3	-7	6	7
46	CCN=C1SC(CC(=O)Nc2ccc(C)cc2)C(=O)N1CC (configuration not stated)	-4	0	-1	-2	-11	-2	-3[fluorescence artefact?]	0	2
47	Cc1cc(NC(=O)CN2C(=O)NC(CCc3ccccc3)C2=O)no1 (configuration not stated)	1	-5	-1	1	-14	0	-1	29	8
48	CCc1nnc(NC(=O)CSc2nc(C3CCCCC3)nc3ccccc23)s1	5	-3	-3	-9	-23	-20	-12[fluorescence artefact?]	5	20
49	COc1ccccc1CCNCc1ccc(OC)c(OCc2ccccc2)c1	0	1	-2	-6	3	6	6	5	15
50	COc1cc2cc(CN(CCc3cccc(C)c3)C(=S)NCCCN3CCOCC3)c(=O)[nH]c2cc1OC	-6	-9	-2	3	4	-2	4	-6	6
51	Cc1cc(C)nc(NC(=NCCc2c[nH]c3ccccc23)NC(=O)Nc2cccc([N+](=O)[O-])c2)n1	8	1	-3	-5[fluorescence artefact?]	-17	-5	0	6	11
52	CCN=C1SC(C(=O)Nc2cc(Cl)cc(Cl)c2)CC(=O)N1CC (configuration not stated)	1	-3	0	-1	-32	6	-1	-3	10
53	COC(=O)c1ccc(CSc2nnc(N)s2)o1	-5	7	-3	5	4	-6	-11	4	4
54	Cc1ccc(C(=O)OCC(=O)NCC(F)(F)F)cc1C	10	4	-1	6	0	-2	-11	-24	15
55	Cc1cc(C)c(C(=O)Cn2nc(C)c([N+](=O)[O-])c2C)cc1C	3	4	10*	-2	-5	-1	-5	-3	6
56	COC(=O)Nc1ccc(S(=O)(=O)N2CCCCC2)cc1	2	-3	1	7	-7	-3	-5	3	17
57	Cc1ccc(OCC(=O)Nc2ccc(N3CCN(C(=O)c4ccco4)CC3)cc2)cc1	1	-7	-2	1	-6	3	5	-5	11
58	COc1cc2cc(CN(CCCN3CCOCC3)C(=O)Nc3ccccc3F)c(=O)[nH]c2cc1OC	0	-2	9.2*	0	-10	4	-3	-4	9
59	O=C(C/C=N/OCc1ccc(Cl)cc1Cl)c1ccc(Cl)cc1	7	9	2	3	-12	2	1	2	14
60	c1ccc(Oc2ccc(-c3ccn[nH]3)cc2)cc1	-10	0	0	3	-20	-3	-3	-3	7
61	Cc1nnc(NC(=O)C2CCCN2S(=O)(=O)c2ccc(Cl)cc2)s1 (configuration not stated)	-5	-2	3	4	-2	-5	-2	nt	4
62	Cc1ccc(NC(=O)CSc2ccccc2NC(=O)c2ccccc2Cl)cc1Cl	7	7	3	8	-2	-5	-9	nt	15
63	COC(=O)c1ccc(/C=C2\N=C(SC)SC2=O)cc1	0	7	0	1	-17	-12	-1[fluorescence artefact?]	-8	8
64	Cc1ccc(S(=O)(=O)c2nc(N3CCOCC3)sc2Cl)cc1	6	-2	-2	3	3	5	6[fluorescence artefact?]	-11	9
65	CC(C)n1cc(/C=N/NC(=O)COc2cccc3cccnc23)c2ccccc21	8	4	0	12	-31	-2	54[fluorescence artefact?]	0	9
66	Cn1c(CO)cnc1SCc1ccc(F)cc1	-5	-4	-3	-1	-4	-5	2	2	4
67	COc1cc(C(=O)Nc2cc(C(F)(F)F)ccc2N2CCOCC2)ccc1O	18	6	-2	-1[fluorescence artefact?]	-6	12	13	-34	22
68	COC(=O)c1c(C)[nH]c(C(=O)OCC(=O)NC(C)(C)C)c1C	-5	0	0	1	-3	0	-11	-5	8
69	C/C(=N\NC(=O)c1cccs1)c1cccnc1	-2	7	1	3	-15	-3	-12	12	14
70	Clc1ccccc1Cc1noc(CN2CCN(c3cnccn3)CC2)n1	-5	0	-1	-1	-17	nt	-2	nt	1
71	O=c1cc(N2CCOCC2)cnn1-c1ccccc1	2	2	0	4	-11	-8	4	nt	10
72	O=C(Cn1nc(-c2ccccc2F)ccc1=O)Nc1ccc(S(=O)(=O)N2CCCCCC2)cc1	6	6	-1	8[fluorescence artefact?]	-1	-13	-9[fluorescence artefact?]	1	9
73	CC(C)Oc1cccc(C(=O)O)c1	3	7	-1	-12	-10	-3	-12	-1	11
74	CS(=O)(=O)N1CCN(c2nc(-c3ccc(F)cc3)cs2)CC1	0	-5	0	-5	-12	-1	-14	-7	-5

Some of these compounds in order of the Wee1 stabilizer value, ascending:
nr	Structure	FXIa inh	p97 ATPase inh	Wee1 stabilizer	eIF4E-4G inh	Mdm2 ligase inh	hK5 inh	14-3-3 Bad inh	Rad51 HR inh	FXIIa inh
11	CN(C)N1C(N)=C(C#N)C(c2cccc3ccccc23)C2=C1CC(c1ccccc1)CC2=O (configuration not stated)	7	8	-2	-1	-7	-16	-18	7	14
27	Cc1cccc(C(=O)N2CCCCCC2)c1	0	1	-1	1	-11	-4	10	0	13
68	COC(=O)c1c(C)[nH]c(C(=O)OCC(=O)NC(C)(C)C)c1C	-5	0	0	1	-3	0	-11	-5	8

Not a hit list. About 3.5% of those tested had a hit in this group.
